DENV2 CPE – DENV2-induced cell death inhibition | DENV2-infected cells, cytopathic effect rescue, plate reader | CPE inhibition, % at 9.99 µM | actives 1.7% (n = 350,000) | AID 651640; in the data active means CPE inhibition above about 20%, passing the limit was not always enough; inconclusive means no clear call, values can overlap the other calls; tested in BHK-21 cells;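 further: 0% = median of neutral control wells and 100% = median of positive control wells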
EWS-Fli block – inhibitors of EWS/Fli oncoprotein transcriptional activity; A673 NR0B1-luciferase reporter, viability-normalised; inhibition, % at 12.6 µM; actives 0.67% (n = 350,000);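 active means mean inhibition of at least 50% after viability correction, with every replicate also passing that limit; inconclusive means mean reaches 50% but only one of two replicates passes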;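 further: firefly luciferase signal divided by Alamar Blue viability fluorescence both relative to DMSO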
PAX8 inh HTS – inhibitors of PAX8 transcriptional activity in RMG-I cells. inhibition, % at 12.6 µM. RMG-I TPO-luciferase reporter, SteadyGlo, 24 h. actives 1.2% (n = 360,000);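 active means mean replicate inhibition at least 60% with every replicate also reaching 60%; inconclusive means only one of the two criteria is met; inactive means mean below 60% and not all replicates reaching 60%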;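 further: luciferase light reporting Pax8 driven TPO promoter activity; plate controls were median of neutral control wells for no effect and mitoxantrone controls for full effect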
miR-122 sensor – blocks miR-122 activity in Huh7 sensor cells. actives 0.3% (n = 340,000). activation (reporter increase), % at 12.5 µM. Huh7 miR-122 Renilla luciferase sensor, 48 h; neutral wells = 0, positive control = 100;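 active means mean replicate activation score at least 90 and every replicate individually at or above 90; inconclusive means only one of the two criteria met; inactive means neither criterion met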;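 further: higher luciferase means less miR-122 activity so hits act as miR-122 inhibitors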
F508del corr – correctors of CFTR F508del function in bronchial epithelial cells. CFBE cells, YFP halide quenching; stimulated with forskolin plus potentiator P3; % fluorescence drop versus neutral controls. activity (quench increase), % at 7.58 µM. actives 0.36% (n = 350,000). AID 720511;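 active means mean added fluorescence quench of at least 8% versus neutral control, with both replicates also reaching 8%; inconclusive means only one of the mean or replicate conditions met; inactive means mean below 8% and not both replicates reaching 8%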;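 further: cells transiently co-express mutant CFTR-F508del with the halide-sensitive YFP; corrector assay measuring rescue of mutant channel to the surface after 24 h compound exposure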
GSIS activator – GLuc luminescence reporter in INS-1E cells, primary screen for activators of glucose-dependent secretion of insulin | INS-1E GLuc reporter insulin secretion, 2-3 h | activation, % at 16.6 µM | actives 0.61% (n = 370,000) | AID 743287;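 active means lowest replicate activation of at least 40%, so every replicate reaches that level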;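 further: 0% = median of neutral control wells and 100% = median of IBMX positive control wells; some compounds called inactive have numbers as strong as hits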
FN deposition inh – fibronectin deposition inhibition; AID 743247; inhibition, % at 12.6 µM; AH1F fibroblasts, Alexa488-fibronectin deposition fluorescence, overnight; actives 0.086% (n = 350,000);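 active means mean inhibition across replicates of 30% or more, regardless of how many single replicates reach that level; inconclusive means mean under 30% yet at least half of replicates reach 30%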;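 further: positive control wells lacked labelled fibronectin entirely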
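Assay system: AH1F fibroblasts / Quantity: 10000 cells per well / Medium: DMEM plus 2% serum, read in PBS / Reagent: labelled fibronectin 24 nM / Dosing: single dose, pinned / Times: 1 h cell attachment, overnight exposure to compound and label / Signal: fluorescence, ex 485 nm, em 525 nm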
Starred values were filed as active, the others as inactive; ? = inconclusive; . = not tested or not shown; & = joins results of further samples; [ ] = remark or other dose.

canonical_smiles,DENV2 CPE,EWS-Fli block,PAX8 inh HTS,miR-122 sensor,F508del corr,GSIS activator,FN deposition inh
Clc1cccc(-c2nnc3n2CCCCC3)c1,12,4,-1,.,2.5,7,-1
S=C(NCCc1ccccc1)N/N=C/c1ccc(Cl)cc1,-4,-7,3,.,-0.3,-5,19
C[C@H]1CN([C@@H](C)CO)S(=O)(=O)c2ccc(Br)cc2O[C@H]1CN(C)C(=O)c1cnccn1,?,-6&-4&-9,-12,-1,-1.1&2.3&-0.6,4&8,-6&-1
CC(C)NC(=O)Nc1cccc2c1O[C@H](CN(C)C(=O)Nc1ccc(F)cc1)[C@H](C)CN([C@H](C)CO)C2=O,-4,-6,-8,-14[16.7 µM],0.6,21,.
COc1ccccc1C#Cc1ccc2c(c1)O[C@@H](CN(C)Cc1ccncc1)[C@@H](C)CN([C@H](C)CO)S2(=O)=O,-8,22,4,-7[16.7 µM],6.4,.,.
O=C(NCc1cccnc1)Nc1ccc(Br)cc1Cl,10,-6,-12,.,-0.5,17,.
CC(OC(=O)c1nc(Cl)ccc1Cl)C(=O)c1ccccc1 (stereo not given),4,0,0,.,-2.1,7,2
COc1ccc(Cl)cc1NC(=O)CN(C)C(=O)CNC(=O)C12CC3CC(CC(C3)C1)C2,.,.,0,-5,.,.,2
Cc1sc(NC(=O)/C=C/C(=O)O)c(C(N)=O)c1-c1ccc(C(C)(C)C)cc1,.,-16,-79,.,.,-26,.
CCn1c(SCC(=O)N2c3ccccc3Sc3ccccc32)nc2c1c(=O)n(C)c(=O)n2C,.,.,.,-5,.,26,1
CC1CCCN(c2ncnc3c2cnn3-c2ccc(Cl)cc2)C1 (stereo not given),-9,86*,76*,6,-0.1,2,4
CCOC(=O)c1c(-c2ccccc2)nc2c(C)cccn12,.,.,-34,-13,.,.,-1
C[C@H](CO)N1C[C@H](C)[C@H](CN(C)Cc2ccc(C(=O)O)cc2)Oc2ccc(NC(=O)C3CC3)cc2C1=O,0,.,-15,2[16.7 µM],-1.9,10,.
CCCNC(=O)C[C@H]1CC[C@H]2[C@H](COc3ccc(NC(=O)Cc4ccccc4)cc3C(=O)N2C)O1,-1,-1,17,37[16.7 µM],-2.3,-2,4
N#Cc1ccc(-c2ccc(OCC(O)CN3CCCCC3)cc2)cc1 (stereo not given),-1,8,2,.,5.2,15,-6
Cc1ccc(S(=O)(=O)CC(CN2CCCCC2)N2CCCCC2)cc1 (stereo not given),-1,-15,90*,.,-7.2,2,-1
Cc1ccc(NC(=O)CNC(=O)c2cccc(Cl)c2)nc1,2,-14,-33,1,-2.7,1,-3
O=C(NCc1cccc(Br)c1)C1CC2Cn3c(nc4ccccc43)C2N1Cc1ccccc1 (stereo not given),1,-1,8,-1,2.4,-45,-1
O=C(O)c1cccc2c1C(=O)N(c1ccc3c(c1)Cc1ccccc1-3)C2=O,-12,2,-6,.,-0.2,12,3
CC(Oc1ccccc1F)c1nnc(SCC(=O)NCc2ccc3c(c2)OCO3)o1 (stereo not given),5,-2,2,.,-2.7,-2,-4

Arranged by count of non-hydrogen atoms (lowest first): part of the list above
canonical_smiles,DENV2 CPE,EWS-Fli block,PAX8 inh HTS,miR-122 sensor,F508del corr,GSIS activator,FN deposition inh
Cc1sc(NC(=O)/C=C/C(=O)O)c(C(N)=O)c1-c1ccc(C(C)(C)C)cc1,.,-16,-79,.,.,-26,.
O=C(NCc1cccc(Br)c1)C1CC2Cn3c(nc4ccccc43)C2N1Cc1ccccc1 (stereo not given),1,-1,8,-1,2.4,-45,-1
COc1ccccc1C#Cc1ccc2c(c1)O[C@@H](CN(C)Cc1ccncc1)[C@@H](C)CN([C@H](C)CO)S2(=O)=O,-8,22,4,-7[16.7 µM],6.4,.,.

The results go on:
canonical_smiles,DENV2 CPE,EWS-Fli block,PAX8 inh HTS,miR-122 sensor,F508del corr,GSIS activator,FN deposition inh
COc1ccc(C(CCN2CCOCC2)c2c(OC)cc(OC)c3c(C)cc(=O)oc23)cc1 (stereo not given),56*,6,11,16,0.0,-9,14
Cc1ccc(S(=O)(=O)N2CCCCC2)cc1NCC(=O)Nc1ccc(Br)cc1F,?,19,29,8,3.2,-26,1
COc1ccc(/C=C/C(=O)Nc2cccc(N3CCOCC3)c2)cc1OC,.,.,13,.,.,24,4
CCCNC(=O)NC[C@H]1[C@@H](c2ccc(C3=CCCC3)cc2)[C@@H](CO)N1C(=O)CC,2,3,13,79[16.7 µM],0.5,8,-1
C=C(C)Cn1c(CCNC(=O)CC)nc2ccccc21,.,.,10,0,.,.,0
O=C1NN(c2ccccc2)C(=O)C1=Cc1ccccc1,7,-8,4,-3,1.9,-11,-3
COCC(=O)Nc1ccc2c(c1)[C@H]1C[C@H](CC(=O)N3CCCCC3)O[C@H](CO)[C@H]1O2,4,3,2,-4[16.7 µM],1.2,-5,-1
O=C(NCc1ccccc1Cl)c1nnc(CS(=O)(=O)c2ccccc2)o1,1,3,3,-3,-0.5,.,6
CS(=O)(=O)N1CC2CCCN2c2cc(C(F)(F)F)ccc21 (stereo not given),6,-3,10,11,2.1,16,-8
O=C(Nc1ccccc1)[C@@H]1[C@@H](CO)[C@@H]2Cn3c(cccc3=O)[C@@H]2N1CC1CCOCC1,?,8,.,.,2.8,4,.
CCCc1c(C(=O)N/N=C(/C)c2ccncc2)nnn1-c1nonc1N,5,-1,-15,-5,4.1,-4,.
CC1=C[C@H]2OC(=O)[C@@H](C)[C@H]2C[C@@H]2[C@H]1C[C@@H](O)[C@@]2(C)O,4,-6,-33,-3,-2.4,.,9
COCCN(C(=S)Nc1cc(C)cc(C)c1)C(C)c1cccs1 (stereo not given),-4,-6,3,.,-0.1,4,-2
CC(C)(C)NC(=O)CON=C1c2ccccc2-c2ccccc21,-3,2,36,-2,.,2,-4
CCC(=O)N1CC2(C1)CN(Cc1ccc(Cl)cc1)[C@H](CO)c1[nH]c3cc(OC)ccc3c12,-8,4,.,.,2.6,-26,.
Nc1c(Cl)cc(-c2csc(N3CCCC3c3nc4cc(Cl)c(Cl)cc4n3CCCO)n2)cc1Cl (stereo not given),-2,1,11,17,1.2,-4,3
Cc1ncoc1C(=O)N1CCc2c([nH]c3ccccc23)C1C1CCCCC1 (stereo not given),3,-44,-24,-2,0.1,3,0
CC(C)NC(=O)Nc1ccc2c(c1)C(=O)N([C@H](C)CO)C[C@@H](C)[C@H](CN(C)C(=O)Nc1ccc(F)cc1)O2,0,-2,-29,-2[16.7 µM],-0.3,16,-11
CCOc1cccc(CN2CCC(n3nccc3NC(=O)C3CCCC3)CC2)c1,0,.,-13,3,2.5,-9,-3
CC(=O)C1=C(C)Nc2ncnn2C1c1ccccc1 (stereo not given),1,7,-9,-7,0.5,-7,.

New compounds follow.
canonical_smiles,DENV2 CPE,EWS-Fli block,PAX8 inh HTS,miR-122 sensor,F508del corr,GSIS activator,FN deposition inh
COC(=O)c1ccccc1NC(=O)CSc1nncn1-c1ccccn1,-7,2,22,-5,-1.5,1,-14
Nc1c(N(CCO)C(=O)COc2ccc(Cl)cc2)c(=O)[nH]c(=O)n1Cc1ccccc1,2,-6,9,.,-1.4,-9,5
CC(=O)c1ccc(NC(=O)c2cc(C)no2)cc1,-2,-21,-9,.,-2.5,1,0
O=C(O)c1ccc(S(=O)(=O)N2CCC3(CC2)CC(=O)c2ccccc2O3)cc1,-2,0,-12,-2,1.7,50*,6
CN(CC(=O)NCc1cccnc1)S(=O)(=O)c1ccccc1,6,5,-14,.,-1.4,8,-1
COc1cc(/C=N/NC(=O)C(C)Nc2n[nH]c(=O)[nH]c2=O)cc(OC)c1O (stereo not given),.,.,3,1,.,7,4
COc1cc(NC(=O)c2cccc3c2C(=O)N(C2CCCCC2)C3)cc(OC)c1OC,5,3,27,-3,-1.3,-26,0
C/C(=N\Nc1ccc(C(=O)c2c(C)cc3ccccn23)cc1[N+](=O)[O-])c1ccc(O)cc1,-3,-33,2,-2,1.9,5,1
C[C@@H]1CCCCO[C@H](CN(C)C(=O)NC2CCCCC2)[C@H](C)CN([C@H](C)CO)C(=O)c2cc(NS(C)(=O)=O)ccc2O1,0,0,2,-2[16.7 µM],1.7,9,-3
CCOC(=O)c1ccc(-n2c(CCC(=O)O)ccc2-c2ccc(F)cc2)cc1,-4,4,-6,3,-1.7,-13,-1
CC(C)CN(C(=O)COc1ccc(Br)cc1C=O)C1CCS(=O)(=O)C1 (stereo not given),5,-5,9,.,1.7,5,-2
COc1ccc(-c2csc(C(C)(O)c3cccc(OC)c3)n2)cc1 (stereo not given),0,0,-1,-2,1.4,-30,4
CCC(C)Sc1cccc(-c2nc3ccc(C)cn3c2NCc2ccccc2)c1 (stereo not given),?,4&13,6&-23,3,2.1&1.0,16&-28,-15&-8
CCN(CC)S(=O)(=O)c1ccc(Cl)c(NC(=O)c2cc(Cl)cc(Cl)c2)c1,8,3,23,.,1.3,10,3
C[C@H](CO)N1C[C@H](C)[C@H](CN(C)C(=O)Nc2ccccc2)OCCCC[C@H](C)Oc2ccc(NC(=O)Nc3ccc4c(c3)OCO4)cc2C1=O,-3,-11,17,6[16.7 µM],-2.5,10,-13
COc1ccc(C2=CC(=O)C[C@H](c3ccc(OC)c(OC)c3)C2)cn1,5,-6,-16,.,1.2,20,10
COCCSc1ccccc1C(=O)NCc1cccnc1,7,-11,7,.,-0.7,1,2
COC(=O)c1cc(C(=O)N2CCc3ccccc32)cc([N+](=O)[O-])c1,7,19,16,.,0.1,7,3
C[C@H](CO)N1C[C@H](C)[C@H](CN(C)Cc2ccncc2)Oc2cc(Br)ccc2S1(=O)=O,7,8,.,5[16.7 µM],3.1,15,15
O=C1[C@H]2[C@@H](/C=C/c3ccccc3)N3C(=O)CN(Cc4ccccn4)C(=O)[C@@]3(Cc3ccccc3)[C@H]2C(=O)N1c1ccccc1,2,-8,-18,3,-0.4,.,-5

Next records.
canonical_smiles,DENV2 CPE,EWS-Fli block,PAX8 inh HTS,miR-122 sensor,F508del corr,GSIS activator,FN deposition inh
CCN(Cc1ccccc1)S(=O)(=O)c1c(C)[nH]c(C)c1C(=O)N1CCCC1,6,.,8,-6,3.2,4,4
Cc1cc(Nc2nn(C)c(N)c2C#N)ccc1F,0,-30,-22,-1,-0.2,-11,.
CN(C)CC(=O)N1[C@@H]2Cn3c(ccc(-c4ccccc4)c3=O)[C@H]1[C@@H](C(=O)N1CCCCC1)[C@@H]2CO,6,-8,4,-4[16.7 µM],-3.4,15,.
CC(C)NC(=O)Nc1ccc2c(c1)C(=O)N([C@H](C)CO)C[C@@H](C)[C@@H](CN(C)Cc1ccncc1)OCCCC[C@@H](C)O2,12,.,-21,33[16.7 µM],-1.6,10,.
CCc1ccc(C(CNC(=O)c2ccc3c(=O)n(-c4ccccc4F)c(=S)[nH]c3c2)N(C)C)cc1 (stereo not given),.,9,6,.,-9.2,-49,5
CO[C@H]1CN(C)C(=O)c2cc(NC(=O)Nc3ccccc3F)ccc2OC[C@H](C)NC[C@@H]1C,3,8,.,5[16.7 µM],0.0,4,12
Cc1[nH]c2ccccc2c1C(=O)C(=O)NCc1ccco1,-7,-6,-13,.,-1.7,-5,-4
O=C(Cc1ccc(Cl)cc1)NCc1ccccc1Cl,-5,-55,-76,.,0.6,-5,15
O=S(=O)(NCC(c1ccc2c(c1)OCO2)N1CCN(c2ccccc2)CC1)c1ccccc1 (stereo not given),-3,0,9,7,0.3,-15,13
Nc1ncc([N+](=O)[O-])c(Oc2ccccc2F)n1,-5,-4,-13,-1,-4.6,7,10
C[C@@H]1CN([C@@H](C)CO)S(=O)(=O)c2ccc(/C=C/c3ccccc3)cc2O[C@@H]1CN(C)C(=O)NC1CCCC1,8,-7,12,-23[16.7 µM],0.0,2,9
CCCNC(=O)N(C)C[C@@H]1Oc2ncc(C#CC3(O)CCCC3)cc2C(=O)N([C@@H](C)CO)C[C@H]1C,-2,1,-23,16[16.7 µM],2.1,-8,.

From PubChem BioAssay
